PriA SSB inh = K. pneumoniae PriA-SSBct interaction inhibition. 430,000 tested, 0.6% active. AlphaScreen SSBct-PriA binding, biotinylated peptide. inhibition, % at 33 µM; in the data active = inhibition mostly above about 37%, no sharp cut-off; inactive = mostly below about 20%;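 also: plate controls were negative control peptide for no effect and reference peptide for full effect; strong numbers were not always called active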
The depositor's hits bear a star; & = joins results of further samples.

SMILES | PriA SSB inh
N#Cc1ccsc1NC(=O)c1ccc(N2C(=O)CCC2=O)cc1 | -13.0
C=c1c(C)cc(C)c(C)c1=C1NN=C(NC(=O)c2cccc(OC)c2)S1 | -4.0
NC(=O)c1oc2ccccc2c1NC(=O)COCC(=O)Nc1c(C(N)=O)oc2ccccc12 | -7.0
CN1CCN(N=Cc2c(O)n(Cc3ccc(F)cc3)c(=O)[nH]c2=O)CC1 | -1.3
O=S(=O)(N=C(Sc1ccc(Cl)cc1)c1ccccc1)c1ccccc1 | 4.7
O=C(NCc1cccc(Oc2ccccn2)c1)c1ccccn1 | -10.0
CS(=O)(=O)N1CCC(C(=O)NCC2CCN(c3nccnc3C#N)CC2)CC1 | -32.0
COC(=O)Cn1cnc2c(cnn2-c2cccc(Cl)c2)c1=O | -11.0
Cc1nc(C)c(C(=O)NCCCn2nc(-c3ccncc3)ccc2=O)s1 | -4.0
COc1coc(C(=O)Nc2ccc(Oc3ccccc3)cc2)cc1=O | 3.0
CC(=NNc1nc(C)cc(-c2ccccc2)n1)c1ccco1 | 10.1
CCOc1coc(C(=O)NCc2ccccc2Cl)cc1=O | 1.0
COc1ccc(Cl)cc1NC(=O)Cn1nc2n(c(=O)c1=O)CCN2c1ccc(F)cc1 | -12.0
O=C(CCS(=O)(=O)Cc1ccccc1)Nc1ccc(Cl)cc1C(=O)c1ccccc1 | 4.0
CC(C)(C)n1c(=O)c2ccc(Cl)cc2n1CC(=O)Nc1ccc2c(c1)OCCO2 | -7.0
COc1ccccc1NC(=O)Cc1csc2nc(-c3ccc(F)cc3)cn12 | 1.0
O=c1n(CCNS(=O)(=O)c2ccccc2C(F)(F)F)nc(-c2ccco2)n1C1CC1 | -26.0
Cn1cc(Br)c(C(=O)NN=Cc2cc3ccccc3nc2Cl)n1 | -5.5
Cc1cc(C(C)(C)C)cc(C(C)(C)C)c1N | -4.0&14.0
O=C(COc1ccc(Cl)cc1)NCc1n[nH]c(=S)n1-c1ccc([N+](=O)[O-])cc1 | 1.0
CN1C(=O)C(C)(C)COc2ccc(NC(=O)c3cccs3)cc21 | 21.0
COc1ccc2ncc(C#N)c(N3CCC(C(=O)NCc4cccc(Cl)c4)CC3)c2c1 | -3.0
COc1ccc(-c2csc(CN3CCN(C(=O)c4ccco4)CC3)n2)cc1 | -10.0
CC(/C=C1\SC(=S)N(CCCC(=O)Nc2cc(C)on2)C1=O)=C\c1ccccc1 | -11.0
Cc1ccc2c(c1)=NC(=O)C(=Cc1c(O)[nH]c(=O)[nH]c1=O)C=2 | -5.9

Next section:
SMILES | PriA SSB inh
COc1ccc(S(=O)(=O)N2CCCCC2CC(=O)Nc2ccc(Br)cc2F)cc1 (stereo not drawn) | 22.0
COC(=O)c1ccc(S(=O)(=O)NCC(O)c2ccoc2)cc1 (stereo not drawn) | -3.0
Cc1ccnc(NS(=O)(=O)c2ccc(NC(=O)C3CN(C(=O)COc4ccccc4F)C3)cc2)n1 | 4.0
COc1ccc(C(=O)NN=Cc2cc3ccccc3[nH]c2=S)cc1 | -16.6
CCn1cc(NC(=O)N2CCN(c3ccccc3OC)CC2)c2ccccc21 | 10.0&24.0
COc1ccc2c(c1O)-c1c(O)c(OC)cc3c1[C@H](C2)[N+](C)(C)CC3 | -4.5
N#Cc1c(C(F)(F)F)cc(-c2ccco2)nc1SCC(=O)c1ccc2c(c1)OCO2 | -20.0&-3.0
CCCNc1nc(SC)nc2c1cnn2CCNC(=O)Cn1cnc2ccccc21 | 6.0
O=C(c1cccc(C(F)(F)F)c1)N1CCC(c2ccsc2)CC1 | -15.0
CCN1C(=O)c2cc(NC(=O)CCc3ccc(OC)cc3)ccc2Oc2ccccc21 | -14.0
NC(=O)Cn1ccn(-c2ccc3c(c2)OCO3)c(=O)c1=O | -12.0
COc1ccccc1NC(C)C(=O)NN=Cc1cccs1 (stereo not drawn) | 3.8
O=C(Nc1ccccc1)OC1CCCC(NC(=O)c2cnccn2)C1 (stereo not drawn) | -6.0
O=C(Nc1ccccc1-c1cn2ccsc2n1)c1cc(-c2cccs2)on1 | 1.0
O=C(CSc1nncc(-c2ccccc2)n1)c1ccc(Cl)cc1 | -4.0
Cc1ccc(NN=Cc2cccnc2)cc1 | 28.3
O=C(c1ccco1)N1CCN(S(=O)(=O)Cc2noc3ccccc23)CC1 | -3.0
COCCNC(=O)C(=O)Nc1cccc(F)c1 | -15.0&-5.0
O=C(NCC1CCN(c2nc3ccccc3s2)CC1)c1ccc2nsnc2c1 | -5.0
O=C(Nc1nc(-c2ccncc2)cs1)c1cccc(Oc2ccccc2)c1 | -15.0
O=S(=O)(C[C@H]1CCCN1S(=O)(=O)c1cccnc1)c1ccccc1 | 3.0
Cn1c(=O)c2c(SCC(=O)N3CCCC3)nc(-c3cccc(Cl)c3)nc2n(C)c1=O | -16.0
Cn1cc(C(=O)N2CCCC(Cc3nc(C4CC4)no3)C2)nn1 (stereo not drawn) | -5.0
O=C(NN=Cc1cc([N+](=O)[O-])ccc1O)c1ccc(COc2ccc3c(c2)CCC3)o1 | -0.5
Cc1nnc(C2CCN(CC(=O)Nc3ccc(C)c(Cl)c3)CC2)s1 | -9.0

Quoted at random: two compounds from above.
SMILES | PriA SSB inh
Cn1cc(C(=O)N2CCCC(Cc3nc(C4CC4)no3)C2)nn1 (stereo not drawn) | -5.0
O=C(Nc1nc(-c2ccncc2)cs1)c1cccc(Oc2ccccc2)c1 | -15.0

Next section:
SMILES | PriA SSB inh
CCCNCc1ccsc1 | 3.0
COc1ccc(Cl)cc1S(=O)(=O)NC(c1cccnc1)C1CCOCC1 (stereo not drawn) | 4.0
COC(=O)c1ccccc1C(=O)N1CCC(Oc2ccccn2)CC1 | -12.0
Cc1cc(C(=O)NN=C/C=C/c2cccc([N+](=O)[O-])c2)n[nH]1 | -8.5
CCOC(=O)C(=NO)C1=NC(C)(C)Cc2cc(C)c(C)cc21 | -8.8
COc1cc(CN)cc(OC)c1OC | -15.0
O=C(O)c1ccccc1N(Cc1ccccc1)C(=O)CON=Cc1ccccc1 | -12.3
CCOC(=O)c1c(NC(=O)CSc2ncnc3c2oc2ccccc23)sc2c1CCC2 | -20.0
O=C(CSc1nc2ccccc2n1S(=O)(=O)c1ccc(Br)cc1)NCc1ccccc1 | -14.0&-6.0
CCC(C(=O)NCCOC)n1nc2c(-c3nc(C)no3)cccn2c1=O (stereo not drawn) | -8.0
Cc1cc(CN2CCC(CNC(=O)C(=O)Nc3cccc(N4CCCCC4=O)c3)CC2)c(C)o1 | 9.0
CN(C)c1nc(NCc2ccccc2)nc(NN=Cc2ccc(Br)cc2)n1 | -7.9
COc1ccc(CC2SC(=NN=Cc3ccccc3O)NC2=O)cc1 (stereo not drawn) | -6.2
COc1cc(C=NNC(=O)/C(=C\c2ccc([N+](=O)[O-])cc2)NC(=O)c2ccccc2)cc(OC)c1O | 25.8
O=c1c2nnn(-c3ccccc3)c2ncn1Cc1nc(-c2ccc3c(c2)OCO3)no1 | -20.0
O=C(COc1coc(CN2CCc3ccccc3C2)cc1=O)NCc1ccc2c(c1)OCO2 | 1.0
CCOc1ccc(CC(=O)NC[C@@H](c2ccco2)N(C)C)cc1 | 2.0
Cc1sc(NC(=O)CCSc2ccc(Cl)cc2)c(C(N)=O)c1C | 1.0
C(/C=C/c1ccccc1)=NNc1nc(N2CCCCC2)nc(N2CCCCC2)n1 | -12.2
O=C(CCc1ccccc1)N(CCn1cccn1)c1nc2ccccc2s1 | -11.0&7.0
CC12CCCCC1CCC1C2CCC2(C)C(O)/C(=C/c3ccccc3F)CC12 (stereo not drawn) | -16.0
COc1ccc(S(=O)(=O)NCCOc2ccc3c(c2)OCO3)cc1F | -5.0&18.0
Cn1c(-c2ccccn2)nn(CCNC(=O)c2ccc(=O)[nH]c2)c1=O | -4.0
COC(=O)N1CCc2c(sc(NC(=O)CCSc3ccc(Cl)cc3)c2C(N)=O)C1 | 11.0
Cc1cc(OC2CCN(C(=O)C3CC3)C2)cc(=O)o1 (stereo not drawn) | -7.0

4 structures already listed, arranged by heavy-atom count, highest first:
SMILES | PriA SSB inh
O=C(COc1coc(CN2CCc3ccccc3C2)cc1=O)NCc1ccc2c(c1)OCO2 | 1.0
COc1ccc2ncc(C#N)c(N3CCC(C(=O)NCc4cccc(Cl)c4)CC3)c2c1 | -3.0
N#Cc1c(C(F)(F)F)cc(-c2ccco2)nc1SCC(=O)c1ccc2c(c1)OCO2 | -20.0&-3.0
COc1ccccc1NC(=O)Cc1csc2nc(-c3ccc(F)cc3)cn12 | 1.0

Additional results follow:
SMILES | PriA SSB inh
Cc1ccsc1[C@@H](O)CNC(=O)COc1ccccc1 | -12.0
O=C(Nc1ccc(Cl)cc1C(F)(F)F)c1cc(S(=O)(=O)N2CCc3ccccc32)ccc1F | -8.0
O=C(O)c1ccccc1C(=O)Nc1ccc(Br)cc1 | -1.0
COc1ccccc1-c1nnc(SCc2cccc(C(F)(F)F)c2)o1 | -12.0
O=C(NCC1CCN(C2CCCC2)CC1)c1c(F)cccc1Cl | -6.0
CC(=O)Nc1ccc(NC(=O)CSc2nc(CC(=O)NCCC3=CCCCC3)cs2)cc1 | -1.0
Cn1cnnc1SCCNC(=O)c1ccc(N2CCC(Cc3ccccc3)CC2)nn1 | -7.0
Cc1cccc(NC(=O)C(=O)NC2CCCC2)c1C | -16.0
COc1cc(C)c(S(=O)(=O)Nc2ccc(-c3cn4ccc(C)nc4n3)cc2)cc1C | -13.0
COc1ccccc1[C@H]1c2c(cc(C)n(Cc3ccco3)c2=O)OC(=N)C1C#N (stereo partly drawn) | -4.0
CCc1cccc2sc(N(C[C@H]3CCCO3)C(=O)COc3ccc(F)cc3)nc12 | 6.0
CC(C)NC(=O)C(=O)NC[C@@H](c1cccs1)S(=O)(=O)c1ccc(Cl)cc1 | -14.0
CC(=NOCC(=O)Nc1ccc(F)c(F)c1F)c1cc2ccccc2o1 | -45.1
Cc1cc(C)cc(OCC(=O)NN=Cc2ccncc2)c1 | -5.5
COc1ccc2nc(NC(=O)NC34CC5CC(C3)CC(c3ccc(C)cc3)(C5)C4)sc2c1 | 17.0
Cc1ccc(OCC(=O)NCC2CCN(Cc3ccccn3)CC2)cc1 | -17.0
O=C(CC=NOCc1ccc([N+](=O)[O-])cc1)Nc1ccc(F)cc1F | -18.7
Cc1ccn2c(C(=O)NN=Cc3ccccc3[N+](=O)[O-])c(C)nc2c1 | 1.6
O=C(/C=C/c1ccccc1Cl)Nc1nc(-c2cc3ccccc3oc2=O)cs1 | -1.0
CC1(C)COc2ccc(NC(=O)Cc3cccs3)cc2NC1=O | 28.0
CC(C)(C)CC(=O)NCCc1csc2nc(-c3cccs3)nn12 | -19.0
CCOc1ccc(-c2ccc(=O)n(CCNC(=O)C3CC3)n2)cc1 | 6.0
O=C(CSc1nc(O)cc(=O)[nH]1)Nc1nc2ccccc2s1 | -12.0
O=C(N1CCC(Oc2cnccn2)CC1)C1(c2cccs2)CCCC1 | 4.0
CCOc1ccc(Br)cc1S(=O)(=O)NCC1CCCO1 (stereo not drawn) | -7.0

A run of entries from further up, as a working copy:
SMILES | PriA SSB inh
O=C(N1CCC(Oc2cnccn2)CC1)C1(c2cccs2)CCCC1 | 4.0
CCOc1ccc(Br)cc1S(=O)(=O)NCC1CCCO1 (stereo not drawn) | -7.0

New compounds follow:
SMILES | PriA SSB inh
Cc1cc2nnc(SCC(=O)Nc3cccc(-c4nc5ccccc5s4)c3)n2c2ccccc12 | -17.0
Cc1ccc2cccc(C(=O)N3CCc4ncncc4C3)c2n1 | -2.0
Cc1nsc(C(=O)NCc2nc3ccccc3[nH]2)n1 | -15.0
Cc1[nH]n(-c2ccc([N+](=O)[O-])cc2)c(=O)c1C=NN1CCOCC1 | 13.6
COc1ccc(C(=O)c2oc3ccc(N)cc3c2C)cc1OC | -8.0
O=C(NCC(c1ccsc1)N1CCOCC1)Nc1ccc2c(c1)OCO2 (stereo not drawn) | -2.0
Cn1cc(S(=O)(=O)Nc2ccc3c(c2)C(=O)Nc2ccccc2O3)cn1 | -1.0
O=C(NCCCS(=O)(=O)N1CCN(c2ncccn2)CC1)c1ccc(S(=O)(=O)N2CCOCC2)cc1 | -19.0
O=[N+]([O-])c1ccc(NS(=O)(=O)Cc2ccccc2)cc1 | 13.0
Cn1c(C(F)(F)F)nn(CC(=O)N2CCc3ccccc32)c1=O | 0.0
COc1ccc(C=NNC(=O)CNC(=O)c2ccncc2)cc1OC | -8.4
Cc1ccc2ncc(C(=O)N3CCN(c4ccccc4Cl)CC3)c(=O)n2c1 | -7.0
CCOc1ccc(-c2cc(C(=O)NCc3ccc(C)cc3)no2)cc1 | -7.0
CCCCCCSc1nnc(C)c(=O)[nH]1 | -4.0
Cc1onc(C(C)(C)C)c1C(=O)O | 1.0
COc1ccc(Cl)cc1NC(=O)Nc1ccc2c(c1)N(C(=O)c1ccccc1)CCC2 | -4.0
Cc1ccc(Cl)cc1NC(=O)Cn1c(C)nc2c(sc3ccccc32)c1=O | 2.0
NC(=Nc1nc2c(c(=O)[nH]1)CCC2)Nc1cccc2ccccc12 | -7.2
O=C(Cn1cc(S(=O)(=O)Cc2c(F)cccc2Cl)c2ccccc21)N1CCOCC1 | -12.0
O=S(=O)(c1ccc(F)c(Cl)c1)N1CCN(c2ccc3nncn3n2)CC1 | -2.0
CCOC(=O)Nc1ccccc1Cc1nc(-c2ccncc2)no1 | -4.0
COC1(CNC(=O)c2ccc(Cl)s2)Cc2ccccc2C1 | -7.0
CCOc1cc(-c2ccc(C)cc2)nc2ccc(C(=O)N3CCSCC3)cc12 | 10.0
CCC(=O)NCCc1nc2ccccc2n1Cc1ccc(Cl)cc1 | -9.0
O=C(NCCn1nc(C2CC2)n(-c2ccccc2)c1=O)NCc1cccc2ccccc12 | -1.0

Further structures.
SMILES | PriA SSB inh
CNC(=S)NN=Cc1cc(Br)cc(Br)c1O | 2.5
C(=Nn1cnnc1)c1ccc(N2CCOCC2)cc1 | -5.2
O=C(c1ccc([N+](=O)[O-])o1)N(Cc1cccnc1)c1nc2c(F)cccc2s1 | 3.0
Clc1ccc(Nc2nc(-c3ccccc3)c3ccccc3n2)c(Cl)c1 | -14.0
O=C(c1cncc(Br)c1)N1CC(S(=O)(=O)c2ccc(F)cc2)C1 | -10.0
Fc1cccc(Nc2nc(NCC3CCCO3)nc3c2cnn3-c2ccccc2)c1 (stereo not drawn) | 7.0
CCc1ccc(S(=O)(=O)N2CCN(c3ccc4nnc(C)n4n3)CC2)s1 | -9.0

Not all compounds are listed, so the mix of outcomes need not match the whole.
